From PubChem BioAssay
Nrf2 ARE act – Nrf2 pathway activation; AREc32 ARE-luciferase reporter (MCF7-derived line), luminescence, 24 h; Potency, µM (titrated, usually from 46.1 µM), for the others: top-dose activation, usual class: activators; 0.31% of 410,000 active; AID 624171; also: potency is read from the fitted curve at half-maximal effect; % of control where 0% means no effect; nearly all actives have a fitted effect of over 65% in size
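Cells of the AREc32 ARE-luciferase line are plated in OPTI-MEM containing 5% FBS and left overnight at 37 deg C. Compounds are pinned in, incubation continues 24 hr, and firefly luciferase signal is then measured.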
pAkt inh – inhibitors of Akt phosphorylation; AID 651550; Neuro2A IGF-stimulated pAkt S473 HTRF, 20 min; active compounds read low; 0.32% of 360,000 active; activity change, % for hits at 50 µM; in the data active = activity change below about -80%; inconclusive = mostly about -51% to -80%; also: % is scaled to controls: 0 for no effect and ±100 for the full control effect
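Single-point screen (50 µM final compound) in Neuro2A cells stimulated 20 min with 6 nM IGF at 37 deg C. After lysis, Ser473-phosphorylated Akt read by HTRF (ex 330 nm, em 615/665 nm) as the 665/615 ratio.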
MmCpn inh – M. maripaludis TRiC chaperonin inhibition. 0.031% of 330,000 active. AID 504842. Potency, µM (highest dose often 76.9 µM), without a hit: at the top dose activity, negative = inhibition, actives largely listed as inhibitors. purified Mm-Cpn ATPase, ADP Transcreener TR-FRET; also: potency is read from the fitted curve at half-maximal effect; % is scaled to controls: 0 for no effect and ±100 for the full control effect; nearly all actives have a fitted effect of over 80% in size
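ATP (10 uM final) was added to archaeal chaperonin (25 nM final) after 10 min exposure to test compound at 37°C; after 30 min further incubation, ADP was detected by competitive TR-FRET.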
Nrf2 inh – blocks Nrf2 signaling. AID 504444. Potency, µM (highest dose often 46 µM), without a hit: at the top dose activity change, negative = inhibition, hits mostly inhibitors. A549 ARE-Fluc reporter, luciferase luminescence, 18-24 h. 2.1% of 360,000 active; also: potency is read from the fitted curve at half-maximal effect; % is scaled to controls: 0 for no effect and ±100 for the full control effect; nearly all actives have a fitted effect of over 60% in size
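Concentration-response testing used A549 ARE_Fluc cells at 5000 cells/well. Following an 18-24 h compound incubation, viability was read by fluorescence (Ex 405/Em 525) and luciferase output by luminescence.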
CCT modulator – cytosolic chaperonin activity modulation | purified chaperonin ATPase assay, HTRF ADP detection, 30 min | 0.3% of 360,000 active | AID 651819 | activity change, % (concentration not given with the values), hits read low; in the data active = activity change below about -30%; also: % is scaled to controls: 0 for no effect and ±100 for the full control effect
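First, chaperonin was dispensed at 40 nM or 20 nM final depending on batch activity. Next, compounds were pinned at 76 uM and ATP added at 10 uM. After 30 min at 37 °C, ADP detection reagents ran 30 min at ambient temperature.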
ATXN viability – viability counter-screen for ATXN expression inhibitors. S2 cells (HEK-293 line with an ATXN2-luciferase reporter) viability, CellTiter-Fluor protease fluorescence, 24 h. Potency, µM (series often up to 56.7 µM), hits mostly cytotoxic. 0.49% of 400,000 active. AID 651635; also: potency is read from the fitted curve at half-maximal effect; nearly all actives have a fitted effect of over 40% in size
A549 tox – counter-screen for Nrf2 inhibitors: cytotoxicity in A549 cells. Potency, µM (top dose mostly 46 µM), for the others: top-dose activity change, negative = cytotoxicity, hits mostly inhibitors. AID 504648. 0.16% of 390,000 active. A549 ARE-Fluc cells, CellTiter-Fluor viability, 18-24 h; also: potency is read from the fitted curve at half-maximal effect; % is scaled to controls: 0 for no effect and ±100 for the full control effect
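A549 ARE-Fluc cells in 5% FBS OPTI-MEM, 5000 cells/well, rested 2 h then exposed to compounds in concentration-response for 18-24 h at 37 °C. Viability by CellTiter-Fluor fluorescence (Ex 405/Em 525) after 30 min; luciferase luminescence (BugLite, 15 min, RT) read afterwards.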
HepG2 viability – counter-screen for TGF-b inhibitors: cytotoxicity in HepG2 cells | HepG2 CAGA-GFP viability, ATP luminescence, 18 h | Potency, µM (series often up to 46.1 µM), for the others: top-dose activity change, negative = cytotoxicity, usual class: cytotoxic | 0.76% of 410,000 active; also: potency is read from the fitted curve at half-maximal effect; some results filed as inactive show a strong effect at the top dose
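HepG2 CAGA-GFP cells (1000/well, DMEM with 1% FBS) received compound, then TGF-beta at 500 pg/mL final, and were incubated 18 hours at 37 degrees C. Viability was read by CellTiter-Glo luminescence. Media-only wells were set as complete cell-killing and DMSO as no toxicity.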
TGFb SMAD3 inh – TGF-b pathway inhibition; HepG2 CAGA-GFP TGF-b/SMAD3 reporter, GFP fluorescence, 18 h; TGF-beta stimulated, 500 pg/mL final; Potency, µM (series often up to 46.1 µM), for inactives: at the highest dose activity, negative = inhibition, usual class: inhibitors; 1.2% of 410,000 active; also: potency is read from the fitted curve at half-maximal effect; % is scaled to controls: 0 for no effect and ±100 for the full control effect; nearly all actives have a fitted effect of over 65% in size
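Read-out: total well GFP (ex488/em500-530) summed from mean per-cell fluorescence. Cells: HEPG2 CAGA-GFP, 1% FBS DMEM, 18 h at 37 degrees C with 500 pg/mL final TGF-beta. Unstimulated wells served as the full-inhibition control; stimulated DMSO wells = 0%.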
Numbers without * were called inactive; i = inactive; ? = inconclusive; . = no result given; & = joins results of further samples; [ ] = dose if it differs, or a comment. Unless noted, calls follow the shape of the dose curve; as a rule, active = well fitted curve in the direction sought with a large enough effect; inconclusive = small, poorly fitted or top-dose-only effect, or another doubt; inactive = no such curve, though single readings can be large; an effect the other way counts as inactive or inconclusive.

SMILES | Nrf2 ARE act | pAkt inh | MmCpn inh | Nrf2 inh | CCT modulator | ATXN viability | A549 tox | HepG2 viability | TGFb SMAD3 inh
CN(C)c1cccc(NC(=O)Cc2ccc(F)cc2)c1 | 2.3% | i | 0% | 29% | -3.3 | i | 18% | -4% | 1%
CCCS(=O)(=O)NC(=O)C1(C)CCCN(C(=O)c2sccc2C)C1 (configuration not stated) | -0.6%[9.22 µM] | i | . | . | -0.7 | i | . | 3% | 12%
Nc1nc2c(c3c1c(=O)oc1ccccc13)CCCCC2 | -0.4% | i | -10% | 4% | -1.5 | i | 1% | 5% | 12%
CC1CCc2nc3ccccc3c(C(=O)OCC(=O)N3CCc4ccccc43)c2C1 (configuration not stated) | -0.6% | i | -8% | 4% | 1.7 | ? | -5% | 8% | -1%
COc1c(Cl)cc(C(=O)Nc2ccc(Cl)cn2)cc1Cl | 2.8% | i | 0% | . | 0.2 | i | 3% | -17% | 4%
Cc1c(C(=O)Oc2ccc(Cl)cc2)n(C)oc1=O | -0.7% | i | 2% | -14% | 1.3 | i | 0% | 0% | 9%
COc1ccccc1-n1ccnc(SCC(=O)NC2CCCCC2)c1=O | 0.3% | i | -13% | 3% | -1.9 | i | 2% | -14% | 4%
O=C(CNc1cccc(S(=O)(=O)N2CCCCC2)c1)Nc1cccc(F)c1 | 0.3% | i | -7% | ? | -0.3 | i | -2% | 0% | ?
CCOc1ccc(CCNC(=O)c2ccc(-c3nc(COc4ccc(C)cc4)c(C)o3)cc2)cc1 | -1.0% | . | . | 10% | . | i | 2% | -1% | ?
CC/C(=N\NC(=O)c1c[nH]c2ccccc12)c1cccs1 | 7.5% | i | 0% | ? | 0.9 | i | 0% | -8% | -3%

Continued.
SMILES | Nrf2 ARE act | pAkt inh | MmCpn inh | Nrf2 inh | CCT modulator | ATXN viability | A549 tox | HepG2 viability | TGFb SMAD3 inh
O=C(CCN1CCN(CC(=O)Nc2ccccc2F)CC1)Nc1ccccc1F | 0.1% | i | 0% | 10% | -1.2 | i | -3% | 12% | 30%
CC(C)[C@H](NC(=O)[C@@H]1CSC2c3ccccc3C(=O)N21)C(=O)NCc1ccncc1 (some centres not stated) | -0.9% | i | 5% | -10% | -0.7 | i | 1% | 14% | 26%
Cc1cc(C(=O)COC(=O)c2cnccn2)c(C)n1-c1ccc(Br)cc1 | -0.9% | i | -1% | 2% | -0.1 | ? | 1% | -17% | 11%
Cc1nn(CC(=O)NCc2ccccn2)c(C)c1[N+](=O)[O-] | 0.3% | i | -1% | 3% | -1.5 | i | -14% | 19% | 4%
O=C(C1CCCN(S(=O)(=O)c2ccc(Br)cc2)C1)N1CCN(Cc2ccccc2)CC1 (configuration not stated) | 0.0% | i | 1% | ? | -0.1 | i | -20% | -13% | ?
CCOc1ccc(NC2=C(Cl)C(=O)N(C3CCCCC3)C2=O)cc1 | 6.6% | i | -2% | 7% | -32* | ? | -6% | -6% | 10%
Cc1cc(OC2CCCCC2)nc(-c2ccccc2O)n1 | -0.5% | i | 1% | 5% | 0.1 | i | -4% | 0% | -21%
O=S(=O)(c1ccccc1)n1nc(-c2ccc(Cl)cc2)nc1NCc1ccc(F)cc1 | -0.9% | . | . | -11% | . | i | 1% | -5% | -5%
CCOC(=O)/C(C)=N/NC(=O)c1ccc([N+](=O)[O-])cc1 | -0.3% | i | 1% | 4% | -18 | i | 7% | -3% | -26%
O=C(COc1ccc(-c2ccccc2)cc1)NNC(=O)NC1CCCCC1 | 0.5% | i | 2% | -6% | -2.7 | i | 4% | -26% | 0%

Next section
SMILES | Nrf2 ARE act | pAkt inh | MmCpn inh | Nrf2 inh | CCT modulator | ATXN viability | A549 tox | HepG2 viability | TGFb SMAD3 inh
Cc1noc2ncnc(N3CCN(c4ccccc4F)CC3)c12 | -0.6% | . | . | ? | . | i | -4% | -30% | -5%
Cc1ccc(OCCCSc2ncccn2)cc1C | 0.8% | i | 2% | ? | 0.0 | i | -8% | -14% | -26%
COc1cccc(CN2CC(C(=O)NCc3ncc(C)[nH]3)CCC2=O)c1 (configuration not stated) | -0.2% | i | 0% | 5% | -2.8 | i | -6% | -1% | 29%
COc1cccc(OC)c1C(=O)Nc1ccc2c(c1)n(C)c(=O)n2C | 3.0% | i | -14% | -14% | -0.8 | i | 9% | 15% | 13%
O=C(CN1CCN(c2ccc(F)cc2)CC1)Nc1cccnc1Cl | 0.0% | i | -1% | -12% | -0.4 | i | 2% | 1% | 5%
CCOc1ccc(C(=O)OCC(=O)NCCCc2ccccc2)cc1 | -0.8% | i | 0% | 12% | -0.9 | i | -4% | 0% | 1%
CCOc1ccc(N2C(=O)CSC2=NC#N)cc1 | 3.9% | i | 1% | 1% | -1.0 | i | 11% | -16% | -1%
Cc1ccc(-n2ncc(-c3nnc(SCC(=O)NC4CCCC4)o3)c2N)cc1C | 3.8% | i | -2% | -3% | 1.3 | i | 0% | -17% | ?
COc1ccccc1N1CCN(C(=O)CCCNC(=O)Cn2cnc3sc(C)c(C)c3c2=O)CC1 | 0.1% | i | -2% | 23µM* | 0.7 | i | 7% | -8% | -9%
CC(C)N(C)Cc1nnnn1CC(=O)NCc1cc(F)cc(C(F)(F)F)c1 | -0.4% | i | -2% | 1% | -2.6 | i | -3% | 2% | 0%

The list continues.
SMILES | Nrf2 ARE act | pAkt inh | MmCpn inh | Nrf2 inh | CCT modulator | ATXN viability | A549 tox | HepG2 viability | TGFb SMAD3 inh
Nc1cccc(S(=O)(=O)c2ccc(N)c(N)c2)c1 | 0.1% | i | -7% | ? | -1.7 | i | 3% | 5% | 1%
O=C(COC(=O)Cn1cnc2ccccc21)Nc1ccc(Br)cc1 | 0.2% | i | . | . | 1.1 | i | . | -27% | -6%
O=S1(=O)CC(N2CCC(Cc3ccccc3)CC2)CN1Cc1ccc(F)cc1 (configuration not stated) | -0.1% | i | . | . | -2.0 | i | . | -25% | ?
O=C(CNC(=O)c1ccccc1F)OC1CCOC1=O (configuration not stated) | -0.8% | i | 1% | 0% | 0.5 | i | -2% | 6% | -1%
CN(C)CCCNC(=O)c1ccc(Oc2ccccc2)cc1 | -0.7% | i | 0% | 9% | -5.5 | i | 8% | -13% | -8%
CC1=C(C#N)C(NC(=O)c2ccc(Cl)cc2)(C(F)(F)F)C(=O)N1 (configuration not stated) | 0.4% | i | 1% | -2% | -3.0 | i | 1% | -1% | 14%
COc1ccccc1NC(=S)N(Cc1ccc(C(=O)O)cc1)Cc1ccc(OC)c(OC)c1 | 1.3% | i | 3% | 4% | 0.6 | i | 0% | -3% | -11%
CCN(CC)CCNC(=O)c1cn(CC)c2ccc(S(=O)(=O)N3CCc4ccccc4C3)cc2c1=O | 0.0%&-1.3% | i | 1% | -14%&2% | 2.2 | i | 10%&-3% | -6%&-4% | ?
CC(=O)Nc1c(S(=O)(=O)c2ccccc2)c2nc3ccccc3nc2n1Cc1ccccc1 | 3.1% | i | 0% | -26% | 0.9 | i | -9% | 0% | -7%
Cc1ccc(CN(C(=O)COc2ccc(Cl)cc2Cl)C2CCS(=O)(=O)C2)o1 (configuration not stated) | 8.6% | . | . | 7% | . | . | 3% | -27% | .

No new results follow: entries from further up.
SMILES | Nrf2 ARE act | pAkt inh | MmCpn inh | Nrf2 inh | CCT modulator | ATXN viability | A549 tox | HepG2 viability | TGFb SMAD3 inh
O=C(CNC(=O)c1ccccc1F)OC1CCOC1=O (configuration not stated) | -0.8% | i | 1% | 0% | 0.5 | i | -2% | 6% | -1%
CN(C)CCCNC(=O)c1ccc(Oc2ccccc2)cc1 | -0.7% | i | 0% | 9% | -5.5 | i | 8% | -13% | -8%
CC1=C(C#N)C(NC(=O)c2ccc(Cl)cc2)(C(F)(F)F)C(=O)N1 (configuration not stated) | 0.4% | i | 1% | -2% | -3.0 | i | 1% | -1% | 14%
COc1ccccc1NC(=S)N(Cc1ccc(C(=O)O)cc1)Cc1ccc(OC)c(OC)c1 | 1.3% | i | 3% | 4% | 0.6 | i | 0% | -3% | -11%
CCN(CC)CCNC(=O)c1cn(CC)c2ccc(S(=O)(=O)N3CCc4ccccc4C3)cc2c1=O | 0.0%&-1.3% | i | 1% | -14%&2% | 2.2 | i | 10%&-3% | -6%&-4% | ?
CC(=O)Nc1c(S(=O)(=O)c2ccccc2)c2nc3ccccc3nc2n1Cc1ccccc1 | 3.1% | i | 0% | -26% | 0.9 | i | -9% | 0% | -7%

Next results.
SMILES | Nrf2 ARE act | pAkt inh | MmCpn inh | Nrf2 inh | CCT modulator | ATXN viability | A549 tox | HepG2 viability | TGFb SMAD3 inh
N#Cc1c(NC(=O)CS(=O)(=O)c2ccc(Cl)cc2)sc2c1CCCCC2 | -0.7% | . | . | . | . | . | 0% | -30% | 0%
Cc1nc2c(C(=O)NCc3ccccc3Cl)c[nH]n2c(=O)c1Cl | -0.5% | i | 1% | 10% | 1.5 | i | 1% | 2% | 4%
COc1ccc(C(c2nnnn2Cc2cccs2)N2CCN(c3ccccc3F)CC2)cc1 (configuration not stated) | -0.7% | i | 0% | -5% | 0.3 | i | -10% | 0% | 9%
O=C(COc1ccc([N+](=O)[O-])cc1)Nc1ccc(C(=O)NCc2cccnc2)cc1 | -0.2% | . | 1% | -9% | -0.4 | . | -1% | -43% | 0%
COc1cc(NC(=O)CCNC(=O)N2CC(=O)Nc3ccccc32)cc(OC)c1OC | -0.1% | i | . | . | 0.1 | i | . | -12% | -4%
